Screening results as filed in PubChem.
Nrf2 ARE act – Nrf2 pathway activation; AID 624171; Potency, µM (highest dose often 46.1 µM), without a hit: top-dose activation, hits mostly activators; AREc32 ARE-luciferase reporter (MCF7-derived line), luminescence, 24 h; 410,000 tested, 0.31% active; also: potency is read from the fitted curve at half-maximal effect; % of control where 0% means no effect; nearly all actives have a fitted effect of over 65% in size
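Steps: seed AREc32_Fluc cells (1000/well, 5% FBS OPTI-MEM); incubate overnight at 37 deg C; add 23 nL compound; incubate 24 hr; add Steady-Glo; hold 30 min RT; read luminescence.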
EPAC2 agonist – agonists of human EPAC2 (RAPGEF4) | Q8WZA2 | EPAC2 activation, biochemical qHTS; response scale: 100% = 6.5 mM cAMP response | Potency, µM (series often up to 154 µM), without a hit: top-dose activation, usual class: activators | 360,000 tested, 0.079% active; also: potency is read from the fitted curve at half-maximal effect; nearly all actives have a fitted effect of over 50% in size
Target sequence (Q8WZA2 whole entry, looked up): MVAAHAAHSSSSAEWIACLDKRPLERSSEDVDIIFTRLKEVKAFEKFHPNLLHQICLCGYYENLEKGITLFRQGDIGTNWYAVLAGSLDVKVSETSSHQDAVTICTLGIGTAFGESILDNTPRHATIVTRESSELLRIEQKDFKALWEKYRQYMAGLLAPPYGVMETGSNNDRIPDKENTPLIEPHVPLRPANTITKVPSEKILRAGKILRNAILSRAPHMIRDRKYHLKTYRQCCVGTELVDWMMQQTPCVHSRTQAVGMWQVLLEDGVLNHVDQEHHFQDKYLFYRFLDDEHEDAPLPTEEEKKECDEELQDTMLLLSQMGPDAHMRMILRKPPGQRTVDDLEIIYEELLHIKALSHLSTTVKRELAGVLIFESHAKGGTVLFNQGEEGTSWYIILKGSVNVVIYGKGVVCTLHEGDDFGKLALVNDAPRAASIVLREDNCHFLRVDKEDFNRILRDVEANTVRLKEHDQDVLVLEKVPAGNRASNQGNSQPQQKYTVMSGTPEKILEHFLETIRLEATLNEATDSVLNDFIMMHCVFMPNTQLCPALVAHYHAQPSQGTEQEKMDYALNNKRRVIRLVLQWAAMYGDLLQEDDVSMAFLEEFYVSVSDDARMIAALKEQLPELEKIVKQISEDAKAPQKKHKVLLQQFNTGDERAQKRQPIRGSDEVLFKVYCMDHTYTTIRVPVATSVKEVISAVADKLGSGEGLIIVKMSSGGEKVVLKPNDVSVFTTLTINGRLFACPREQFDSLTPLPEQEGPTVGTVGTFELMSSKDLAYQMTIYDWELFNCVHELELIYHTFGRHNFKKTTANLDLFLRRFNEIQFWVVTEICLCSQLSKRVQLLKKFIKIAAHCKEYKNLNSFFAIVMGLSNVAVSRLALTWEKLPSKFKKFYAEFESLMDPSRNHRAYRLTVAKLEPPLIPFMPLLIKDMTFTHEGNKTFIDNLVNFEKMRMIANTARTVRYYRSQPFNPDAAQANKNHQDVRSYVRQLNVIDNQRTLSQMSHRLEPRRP
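EPAC2 (100 nM) mixed with Rap1B loaded with BODIPY-GDP (250 nM) plus 50 uM unlabeled GDP; compounds pinned in, 5 min RT, then read every 5 min for 30 min (ex 480, em 540 nm). Normalized to cAMP control.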
IL-2 act – activators of IL-2. IL-2 activation reporter assay, cell-based qHTS; stimulated with anti-CD3/CD4/CD28 beads; in transgenic mouse T cells. activation, % (series mostly up to about 46 µM). 360,000 tested, 0.065% active. AID 652025; in the data active = activation above about 50%; inconclusive = mostly about 30% to 49%; also: 0% is about no effect
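Screening format: compound pinned onto unstimulated transgenic mouse T cells, 60 min incubation, then anti-CD3/anti-CD4/anti-CD28 bead stimulation for 18 hours at 37 degrees C, followed by EGFP and DsRed detection.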
TGFb SMAD3 inh – TGF-b pathway inhibition; HepG2 CAGA-GFP TGF-b/SMAD3 reporter, GFP fluorescence, 18 h; TGF-beta stimulated, 500 pg/mL final; Potency, µM (highest dose often 46.1 µM), without a hit: top-dose activity, negative = inhibition, hits mostly inhibitors; 410,000 tested, 1.2% active; AID 588855; also: potency is read from the fitted curve at half-maximal effect; % is scaled to controls: 0 for no effect and ±100 for the full control effect; nearly all actives have a fitted effect of over 65% in size
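HEPG2 CAGA-GFP reporter cells (1000/well, DMEM with 1% FBS) received compounds, then recombinant TGF-beta at 500 pg/mL final for 18 hours at 37 degrees C. Per-cell GFP summed per well was normalised to unstimulated and stimulated DMSO controls before curve fitting.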
HepG2 tox – counter-screen for TGF-b inhibitors: cytotoxicity in HepG2 cells | 410,000 tested, 0.76% active | HepG2 CAGA-GFP viability, ATP luminescence, 18 h | AID 588856 | Potency, µM (titrated, usually from 46.1 µM), for inactives: top-dose activity change, negative = cytotoxicity, usual class: cytotoxic; also: potency is read from the fitted curve at half-maximal effect; some results filed as inactive show a strong effect at the top dose
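CellTiter-Glo luminescence gave cytotoxicity after 18 hours at 37 degrees C. The cells were HepG2 CAGA-GFP in 1% FBS DMEM, stimulated with 500 pg/mL TGF-beta after compound addition. %Activity was normalised to no-cell wells (complete cell-killing) and DMSO (no toxicity), and curves were fitted and classified.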
A549 viability – A549 cytotoxicity, counter-screen for Nrf2 inhibitors. Potency, µM (highest dose often 46 µM), without a hit: at the highest dose activity change, negative = cytotoxicity, usual class: inhibitors. AID 504648. 390,000 tested, 0.16% active. A549 ARE-Fluc cells, CellTiter-Fluor viability, 18-24 h; also: potency is read from the fitted curve at half-maximal effect; % is scaled to controls: 0 for no effect and ±100 for the full control effect
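A549 ARE-Fluc cells in 5% FBS OPTI-MEM, 5000 cells/well, rested 2 h then exposed to compounds in concentration-response for 18-24 h at 37 °C. Viability by CellTiter-Fluor fluorescence (Ex 405/Em 525) after 30 min; luciferase luminescence (BugLite, 15 min, RT) read afterwards.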
ATXN2 expr inh – ATXN2 expression inhibition; HEK-293 ATXN2-luciferase reporter, luminescence, 24 h; Potency, µM (highest dose often 57 µM), without a hit: at the top dose activity change, negative = inhibition, hits mostly inhibitors; AID 1745845; 360,000 tested, 0.72% active; also: potency is read from the fitted curve at half-maximal effect; % is scaled to controls: 0 for no effect and ±100 for the full control effect; nearly all actives have a fitted effect of over 55% in size
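ATXN2-luciferase reporter cells (luciferase flanked by upstream and downstream ATXN2 gene portions) were treated 24 h at 37 °C with compounds at up to 57 uM. SteadyGlo luminescence gave expression; GF-AFC fluorescence gave viability.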
Nrf2 block – Nrf2 pathway inhibition. AID 504444. A549 ARE-Fluc reporter, luciferase luminescence, 18-24 h. 360,000 tested, 2.1% active. Potency, µM (highest dose often 46 µM), for inactives: top-dose activity change, negative = inhibition, usual class: inhibitors; also: potency is read from the fitted curve at half-maximal effect; % is scaled to controls: 0 for no effect and ±100 for the full control effect; nearly all actives have a fitted effect of over 60% in size
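Reporter: ARE-Fluc in A549. Exposure: 18-24 h, 37 °C, 5% CO2, 5% FBS OPTI-MEM. Readouts: fluorescent cytotoxicity (CellTiter-Fluor), then luminescent Nrf2 signal after BugLite.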
S2 tox – cell viability loss in ATXN counter-screen | S2 cells (HEK-293 line with an ATXN2-luciferase reporter) viability, CellTiter-Fluor protease fluorescence, 24 h | Potency, µM (top dose mostly 56.7 µM), actives largely listed as cytotoxic | 400,000 tested, 0.49% active; also: potency is read from the fitted curve at half-maximal effect; nearly all actives have a fitted effect of over 40% in size
Starred values were filed as active, the others as inactive; [ ] = another dose, or the depositor's remark. Unless noted, calls follow the shape of the dose curve; as a rule, active = well fitted curve in the direction sought with a large enough effect; inconclusive = small, poorly fitted or top-dose-only effect, or another doubt; inactive = no such curve, though single readings can be large; an effect the other way counts as inactive or inconclusive. Compounds as they come; overall some 4.3% were active at least once.

`O=C(CN1CCN(S(=O)(=O)c2ccccc2[N+](=O)[O-])CC1)NC(=O)NCc1ccco1` gave Nrf2 ARE act 4.3%, EPAC2 agonist 5%, IL-2 act 0.4, TGFb SMAD3 inh 6%, HepG2 tox -7%, A549 viability -7%, ATXN2 expr inh -25%, Nrf2 block -15% and S2 tox inconclusive.
`O=C(O)c1cc(S(=O)(=O)N2CCCCC2)ccc1N1CCCC1` gave Nrf2 ARE act -0.3%, EPAC2 agonist -2%, IL-2 act -0.1, TGFb SMAD3 inh 0%, HepG2 tox 11%, A549 viability 1%, ATXN2 expr inh 1%, Nrf2 block -7% and S2 tox inactive.
For O=C(CSc1nc(-c2ccccc2)no1)N1CCCCC1 the results were Nrf2 ARE act 2.5%, TGFb SMAD3 inh inconclusive, HepG2 tox -6%, A549 viability -1%, ATXN2 expr inh 3%, Nrf2 block inconclusive and S2 tox inactive.
For Cc1cc(Nc2cccc(Cl)c2)nc2ccc(NC(=O)Cc3c(F)cccc3Cl)cc12 the results were Nrf2 ARE act 3.5%, TGFb SMAD3 inh 20%, HepG2 tox -40%, A549 viability -10%, ATXN2 expr inh inconclusive, Nrf2 block -28% and S2 tox inactive.
`CCOc1ccccc1C1C(C#N)=C(SCC(=O)OC)NC(=O)C1C(=O)OC` (stereo not given) gave Nrf2 ARE act -0.7%, EPAC2 agonist 4%, IL-2 act 0.3, TGFb SMAD3 inh -19%, HepG2 tox -24%, A549 viability -3% and Nrf2 block -12%.
For Cc1cccc(-c2nnn(Cc3nnc(NC(=O)c4ccccc4)s3)n2)c1 the results were Nrf2 ARE act 4.6%, EPAC2 agonist 12%, IL-2 act -0.3, TGFb SMAD3 inh 1%, HepG2 tox -22%, A549 viability -9%, ATXN2 expr inh -17%, Nrf2 block -15% and S2 tox inactive.
`COc1ccc(-c2[nH]ncc2CN(C)C(C)c2ccon2)cc1F` (stereo not given) gave Nrf2 ARE act -0.1%, EPAC2 agonist 0%, IL-2 act -1.5, TGFb SMAD3 inh inconclusive, HepG2 tox -9%, A549 viability -2%, ATXN2 expr inh 17%, Nrf2 block -7% and S2 tox inactive.
Brc1ccc2[nH]c3c(NCc4ccccn4)ncnc3c2c1 was read as Nrf2 ARE act 3.0%, EPAC2 agonist 1%, IL-2 act -3.0, TGFb SMAD3 inh inconclusive, HepG2 tox -44%, A549 viability 1%, ATXN2 expr inh -34%, Nrf2 block inconclusive and S2 tox inactive.
For Cc1ccc(C(=O)NCC(=O)N(C)Cc2ccccc2C)s1 the results were Nrf2 ARE act 3.0%, EPAC2 agonist 0%, IL-2 act 0.4, TGFb SMAD3 inh -4%, HepG2 tox -17% and S2 tox inactive.
Screening COc1ccc(CSc2nnnn2-c2ccc(C(=O)O)cc2)cc1 returned Nrf2 ARE act -0.4%, EPAC2 agonist 0%, IL-2 act -1.3, TGFb SMAD3 inh -9%, HepG2 tox -2%, A549 viability -6%, ATXN2 expr inh 2%, Nrf2 block inconclusive and S2 tox inactive.
Screening COc1ccccc1NC(=O)C1=C(C)Nc2nc(CCCO)nn2C1c1ccc2c(c1)OCO2 (stereo not given) returned Nrf2 ARE act 0.5%, EPAC2 agonist -9%, IL-2 act -0.7, TGFb SMAD3 inh -24%, HepG2 tox -4%, A549 viability -1%, ATXN2 expr inh 5% and S2 tox inactive.
Screening COC(=O)NC1CCS(=O)(=O)C1 (stereo not given) returned Nrf2 ARE act -0.6%, EPAC2 agonist 7%, IL-2 act -1.0, TGFb SMAD3 inh 0%, HepG2 tox 6%, A549 viability -3%, ATXN2 expr inh -16%, Nrf2 block 6% and S2 tox inactive.
Screening Cc1ccc(C(CC(=O)NCC2(c3ccccc3)CCCC2)c2ccccc2)c(O)c1 (stereo not given) returned Nrf2 ARE act -3.7%, TGFb SMAD3 inh inconclusive, HepG2 tox -69%, A549 viability -17%, ATXN2 expr inh inconclusive, Nrf2 block inconclusive and S2 tox inconclusive.
Screening CC(C)C[C@H]1CN(CCCC[C@@H]2CNC(=O)C(=O)N2CC2CCCCC2)C(=O)C(=O)N1CCC1CCCCC1 returned Nrf2 ARE act -0.3%, EPAC2 agonist -3%, IL-2 act 0.4, ATXN2 expr inh -7% and S2 tox inactive.
Screening CCOc1ccc(S(=O)(=O)N2CCN(CC)CC2)cc1NC(=O)c1ccccc1F returned Nrf2 ARE act -0.3%, EPAC2 agonist 12%, IL-2 act -0.4, TGFb SMAD3 inh -2%, HepG2 tox -23%, A549 viability 2%, ATXN2 expr inh -5%, Nrf2 block 1% and S2 tox inactive.
For CCc1ccc(CNC(=O)CCCn2ccc3cc(S(=O)(=O)N4CCCC4)ccc32)cc1 the results were Nrf2 ARE act -0.7%, TGFb SMAD3 inh inconclusive, HepG2 tox -30%, A549 viability -22%, ATXN2 expr inh inconclusive, Nrf2 block inconclusive and S2 tox 13µM*.
`Cc1nn(C)c(Oc2ccccc2)c1CCNS(=O)(=O)c1ccc(F)cc1` gave Nrf2 ARE act 0.4%, EPAC2 agonist -3%, IL-2 act -3.6, TGFb SMAD3 inh -11%, HepG2 tox -23%, A549 viability -10%, ATXN2 expr inh -15%, Nrf2 block inconclusive and S2 tox inactive.
N#C/C(=C/c1cn(-c2ccccc2)nc1-c1cccc(S(=O)(=O)N2CCCC2)c1)C(=O)NCc1ccco1 was read as Nrf2 ARE act 4.6%, EPAC2 agonist -5%, IL-2 act -0.3, TGFb SMAD3 inh -7%, HepG2 tox -14%, A549 viability -11%, ATXN2 expr inh -1%, Nrf2 block -20% and S2 tox inactive.
Screening CCOC(=O)CNC(=O)CSc1nnc(NC(=O)c2ccc3c(c2)OCO3)s1 returned Nrf2 ARE act -0.6%, EPAC2 agonist 7%, IL-2 act -0.1, TGFb SMAD3 inh 3%, HepG2 tox 11%, A549 viability -7%, ATXN2 expr inh -39%, Nrf2 block inconclusive and S2 tox inactive.
For Cc1ccc(S(=O)(=O)CCC(=O)OCC(=O)NC(=O)c2ccccc2)cc1 the results were Nrf2 ARE act -0.9%, EPAC2 agonist -6%, IL-2 act 0.6, TGFb SMAD3 inh 15%, HepG2 tox 2%, A549 viability 0%, ATXN2 expr inh -2%, Nrf2 block 5% and S2 tox inconclusive.
COC(=O)c1ccccc1NC(=O)CNC(=O)c1ccc(OC)cc1 was read as Nrf2 ARE act -0.2%, EPAC2 agonist 9%, IL-2 act 0.0, TGFb SMAD3 inh 10%, HepG2 tox -27%, A549 viability 1%, ATXN2 expr inh -11%, Nrf2 block inconclusive and S2 tox inactive.
Cn1cc(CN2CCN(c3ccc(Cl)cn3)CC2)c(-c2ccccc2F)n1 was read as Nrf2 ARE act 3.1%, EPAC2 agonist 11%, IL-2 act 0.0, TGFb SMAD3 inh inconclusive, HepG2 tox -26%, A549 viability 13%, Nrf2 block -6% and S2 tox inactive.
`Cc1ccccc1OCC(=O)Nc1nc2ccccc2[nH]1` gave Nrf2 ARE act 3.0%, EPAC2 agonist 11%, IL-2 act -2.7, TGFb SMAD3 inh 12%, HepG2 tox 17%, A549 viability 29%, ATXN2 expr inh 17%, Nrf2 block 13% and S2 tox inactive.
Screening CSCCC(NC(=O)c1ccco1)C(=O)NCCc1ccc(Cl)cc1 (stereo not given) returned Nrf2 ARE act -1.0%, EPAC2 agonist -2%, IL-2 act -2.2, TGFb SMAD3 inh 6%, HepG2 tox 2%, A549 viability -1%, ATXN2 expr inh -11%, Nrf2 block 11% and S2 tox inactive.
Cc1nnc(SCC(=O)N(C2CCCCC2)C2CCS(=O)(=O)C2)n1C (stereo not given) was read as Nrf2 ARE act -0.2%, EPAC2 agonist 3%, IL-2 act 0.1, TGFb SMAD3 inh 19%, HepG2 tox 2%, A549 viability -2%, ATXN2 expr inh 2%, Nrf2 block 0% and S2 tox inactive.
CC(C)(C)c1cc(NC(=O)C2(C)CCN2C(=O)c2ccccc2CCc2ccccc2)no1 (stereo not given) was read as Nrf2 ARE act -0.8%[9.22 µM], EPAC2 agonist 1%, IL-2 act -0.8, TGFb SMAD3 inh -4%, HepG2 tox -30%, ATXN2 expr inh -9% and S2 tox inactive.
For CCc1ccc(NC(=O)Cn2c(=O)n(CCC(C)C)c(=O)c3cccnc32)cc1 the results were Nrf2 ARE act -0.3%, TGFb SMAD3 inh 2%, HepG2 tox -2%, A549 viability -1%, ATXN2 expr inh 4%, Nrf2 block 12% and S2 tox inactive.
Screening CC1CCN(c2c(NCc3ccc(C(=O)NCCc4ccc(Cl)cc4)cc3)c(=O)c2=O)CC1 returned Nrf2 ARE act 0.2%, EPAC2 agonist -4%, IL-2 act -2.9, TGFb SMAD3 inh 2%, HepG2 tox 3%, A549 viability 0%, ATXN2 expr inh 1%, Nrf2 block 2% and S2 tox inactive.
CC(=O)Nc1nnc(C)s1 was read as Nrf2 ARE act -0.8%, EPAC2 agonist -2%, IL-2 act 0.2, TGFb SMAD3 inh -4%, HepG2 tox -2%, A549 viability -16%, ATXN2 expr inh -26%, Nrf2 block 3% and S2 tox inactive.
